EWS-Fli inh – inhibitors of EWS/Fli oncoprotein transcriptional activity | A673 NR0B1-luciferase reporter, viability-normalised | inhibition, % at 12.6 µM | 0.67% of 350,000 active | AID 651661;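 active = mean inhibition of at least 50% after viability correction, with every replicate also passing that limit; inconclusive = mean reaches 50% but only one of two replicates passes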;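 also: firefly luciferase signal divided by Alamar Blue viability fluorescence both relative to DMSO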
PAX8 reporter – lowers PAX8-driven luciferase in RMG-I cells | AID 652154 | 1.2% of 360,000 active | inhibition, % at 12.6 µM | RMG-I TPO-luciferase reporter, SteadyGlo, 24 h;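 active = mean replicate inhibition at least 60% with every replicate also reaching 60%; inconclusive = only one of the two criteria is met; inactive = mean below 60% and not all replicates reaching 60%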;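 also: luciferase light reporting Pax8 driven TPO promoter activity; plate controls were median of neutral control wells for no effect and mitoxantrone controls for full effect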
ARNT TACC3 PPI – ARNT/TACC3 interaction disruption | AlphaScreen His-ARNT PAS-B/GST-TACC3 binding, luminescence; TACC3 fragment carries E629A point mutation | Q9Y6A5 | 0.66% of 390,000 active | inhibition, % at 9.99 µM | AID 623870;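 active = mean inhibition of replicates at least 50% and at least half of replicates each reaching 50%; inconclusive = half or more replicates reach 50% but mean below 50%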;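 also: 0% = complete ARNT plus TACC3 wells and 100% = ARNT alone without TACC3; many hits fall short of the cut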
DENV2 CPE – DENV2-induced cell death inhibition; AID 651640; DENV2-infected cells, cytopathic effect rescue, plate reader; 1.7% of 350,000 active; CPE inhibition, % at 9.99 µM; in the data active = CPE inhibition above about 20%, passing the limit was not always enough; inconclusive = no clear call, values can overlap the other calls; tested in BHK-21 cells;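 also: 0% = median of neutral control wells and 100% = median of positive control wells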
Xi reactivation – activators of X-chromosome reactivation in mouse fibroblasts. XiGFP mouse fibroblasts, % GFP-positive cells imaging, 3 d; cells co-treated with 5-aza-dC sensitizer; scaled so ellipticine positive control = 100%. activation, % at 7.58 µM. 0.055% of 360,000 active. AID 743238;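 active = mean normalized replicate activation at least 10% and every replicate at or above 10%; inconclusive = only one of the two criteria met; inactive = mean below 10% and not all replicates reach 10%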;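 also: 0% = median of on-plate neutral control wells and 100% = ellipticine 6 µM median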
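Assay system: SV40-immortalized XiGFP fibroblast cells, line 68-5-11; buffer or medium: DMEM plus 5-aza-dC sensitizer; compound: one concentration, pinned; timing: compounds 3 days, fix/stain 15 min at room temperature; benchmarks: positive control ellipticine, 6 µM final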
CFTR F508del cor – CFTR F508del correction in bronchial cells. 0.36% of 350,000 active. activity (quench increase), % at 7.58 µM. CFBE cells, YFP halide quenching; stimulated with forskolin plus potentiator P3; % fluorescence drop versus neutral controls;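 active = mean added fluorescence quench of at least 8% versus neutral control, with both replicates also reaching 8%; inconclusive = only one of the mean or replicate conditions met; inactive = mean below 8% and not both replicates reaching 8%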;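 also: cells transiently co-express mutant CFTR-F508del with the halide-sensitive YFP; corrector assay measuring rescue of mutant channel to the surface after 24 h compound exposure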
GSIS activator – primary screen for activators of insulin secretion dependent on glucose, INS-1E cells, GLuc reporter luminescence; INS-1E GLuc reporter insulin secretion, 2-3 h; activation, % at 16.6 µM; 0.61% of 370,000 active;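 active = lowest replicate activation of at least 40%, so every replicate reaches that level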;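 also: 0% = median of neutral control wells and 100% = median of IBMX positive control wells; some compounds called inactive have numbers as strong as hits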
ERp5 inh – ERp5 (human) disulfide isomerase inhibition. Q15084. ERp5 insulin aggregation, absorbance 650 nm, 90 min. inhibition, % at 9.99 µM. 0.05% of 350,000 active. AID 651711;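 active = mean replicate inhibition above about 25%, with every replicate also reaching it, limit read from the data, passing the limit was not always enough; inconclusive = only one of those two criteria met; inactive = neither criterion met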
Target sequence (Q15084 whole entry, looked up): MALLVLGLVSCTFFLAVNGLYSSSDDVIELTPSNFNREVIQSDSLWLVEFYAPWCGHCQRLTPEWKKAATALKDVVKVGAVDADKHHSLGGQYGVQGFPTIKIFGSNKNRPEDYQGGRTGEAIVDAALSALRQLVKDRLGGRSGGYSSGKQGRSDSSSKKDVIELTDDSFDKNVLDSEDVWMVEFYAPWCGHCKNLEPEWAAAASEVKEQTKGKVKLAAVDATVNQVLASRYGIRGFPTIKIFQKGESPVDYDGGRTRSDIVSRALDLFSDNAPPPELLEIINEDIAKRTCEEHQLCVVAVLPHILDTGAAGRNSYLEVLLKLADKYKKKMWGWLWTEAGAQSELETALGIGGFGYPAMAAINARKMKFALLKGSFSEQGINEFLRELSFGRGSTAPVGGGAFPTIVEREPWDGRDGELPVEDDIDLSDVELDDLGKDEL
* = called active by the depositor; ? = inconclusive; · = no result given. An unsorted share of the library; 4.2% or so of the library scored in one or more.

SMILES	EWS-Fli inh	PAX8 reporter	ARNT TACC3 PPI	DENV2 CPE	Xi reactivation	CFTR F508del cor	GSIS activator	ERp5 inh
CCOC(=O)CC1C(=O)NCCN1C(=O)c1cc2c(=O)n3cccc(C)c3nc2s1 (stereo not drawn)	6.9	37.7	2.9	-3.1	0.0	-2.5	25.2	-0.8
CC(C)C[C@@H](CN1CCC[C@H]1CN1C(=O)C(=O)NC[C@@H]1Cc1ccc(O)cc1)N1C[C@H](Cc2ccc(O)cc2)N(CCc2ccccc2)C(=O)C1=O	-1.3	-5.2	·	10.1	0.1	-3.1	-29.2	-8.7
COc1ccc(CN(C)C[C@H]2Oc3ccc(NS(=O)(=O)c4c(C)noc4C)cc3C(=O)N([C@H](C)CO)C[C@H]2C)cc1	-3.6	·	-6.4	28.7*	0.1	2.8	0.8	0.7
O=C(CSc1ccsc1[N+](=O)[O-])NC1CCCC1	-15.0	-7.1	·	·	0.0	-2.9	1.8	2.3
Cc1cc(/C=C2/NC(=O)N(c3ccccc3)C2=O)c(C)n1-c1cccnc1	-69.2	-173.4	·	1.9	-0.1	1.5	-2.6	-0.4
Cc1nc(C(=O)NCC(=O)c2ccc(Cl)cc2)c(C(F)(F)F)o1	-18.3	12.8	-7.5	-7.3	-0.1	-0.6	-5.7	1.1
O=C(NCCc1cccs1)c1ccc(CS(=O)Cc2cccc(Cl)c2)o1 (stereo not drawn)	11.1	2.7	·	4.0	0.2	-2.1	·	-5.2
COc1ccccc1CNC(=O)COC(=O)c1ccc(-n2cnnn2)cc1	13.6	1.4	-1.2	-1.2	0.0	1.0	3.5	3.5
CC(O)c1cccc(-c2ccc(CN3C[C@]4(CO)O[C@@H](CO)C[C@@H]4S3(=O)=O)cc2)c1 (stereo partly drawn)	0.3	4.6	-1.6	-2.3	0.0	-0.4	10.2	6.2
COc1cccc(OCC(=O)Nc2c3c(nn2-c2ccc(F)cc2)CS(=O)(=O)C3)c1	1.3	-0.1	-4.6	-3.6	0.2	1.0	8.4	-0.6
O=C(N[C@H](C(=O)N1CCC[C@H]1C(=O)NC1CCCC1)C1CCCCC1)c1ccco1	6.1	0.9	·	0.0	0.0	-4.0	·	1.2
CCS(=O)(=O)N1CC2(C1)[C@H](c1ccccc1)[C@H](CO)N2C(=O)C1CCCC1	6.7	·	·	-9.0	0.3	-3.0	-4.4	10.9
COc1ccc(OCc2cc(C(=O)N[C@H]3CCCCNC3=O)no2)c(Cl)c1	-57.3	-60.9	-4.0	8.7	0.2	-1.5	-1.1	0.8
COC(=O)C1CCN(Cc2cc(=O)oc3cc(C)c(Cl)cc23)CC1	6.0	6.0	1.1	16.4	0.1	-1.3	17.9	6.4
C[C@@H]1CN([C@H](C)CO)C(=O)c2cccc(NC(=O)C3CCCCC3)c2O[C@@H]1CN(C)S(=O)(=O)c1ccc(Cl)cc1	-6.7	-12.6	·	7.5	0.2	0.2	-14.5	1.1
O=C(NCc1nnnn1-c1ccc(F)cc1)c1cc2ccccc2o1	-7.7	11.3	·	-5.7	0.5	-2.2	32.0	2.5
O=C(c1ccccc1)N1C[C@H]2[C@@H](c3ccccc31)[C@H](CO)N2C(=O)CN1CCOCC1	-5.2	-4.0	-38.4	15.2	-0.1	1.0	-6.0	-1.5
O=C(O)/C=C/c1cn(Cc2ccccc2)nc1-c1ccc(Cl)cc1	5.6	5.0	-2.2	0.6	0.1	-1.1	-3.7	0.0
COc1cccc(NC(=O)N(C)C[C@@H]2Oc3cc(/C=C/c4ccccc4)ccc3S(=O)(=O)N([C@H](C)CO)C[C@H]2C)c1	3.5	·	0.5	8.0	0.0	2.7	6.3	6.4
CC(=O)c1nc(N2C(=O)CC(Cc3ccccc3)C2=O)sc1C (stereo not drawn)	3.9	17.0	2.4	-3.7	-0.4	·	-18.2	2.6
CC12CN3CCN(CC(C3)/C1=N\NC(=O)c1ccccc1N)C2	-7.7	6.2	-2.4	0.1	0.2	-1.3	4.7	-3.1
COc1ccc(CCN(C)Cc2c(O)ccc3ccccc23)cc1OC	-10.4	36.7	-2.5	2.2	0.0	-0.9	-34.7	-1.8
C[C@H](CO)N1C[C@H](C)[C@H](CN(C)C(=O)NC2CCCCC2)Oc2ccc(NC(=O)C3CC3)cc2C1=O	-0.3	·	-9.2	-4.6	-1.1	-0.9	1.9	-1.2
CN1C(=O)c2cc(NC(=O)C3CCCC3)ccc2OC[C@H]2O[C@@H](CC(=O)O)CC[C@H]21	-3.4	-3.8	·	·	0.2	-3.9	1.8	·
O=C1N[C@H](Cc2ccccc2)COC(=O)[C@H](Cc2ccc(F)cc2)C/C=C\C[C@H]1CC(=O)N(CCO)Cc1ccccc1	22.4	5.9	-3.6	?	-0.1	6.4	-4.5	2.8

As a short view, eight of the compounds above:
SMILES	EWS-Fli inh	PAX8 reporter	ARNT TACC3 PPI	DENV2 CPE	Xi reactivation	CFTR F508del cor	GSIS activator	ERp5 inh
O=C(O)/C=C/c1cn(Cc2ccccc2)nc1-c1ccc(Cl)cc1	5.6	5.0	-2.2	0.6	0.1	-1.1	-3.7	0.0
COc1cccc(NC(=O)N(C)C[C@@H]2Oc3cc(/C=C/c4ccccc4)ccc3S(=O)(=O)N([C@H](C)CO)C[C@H]2C)c1	3.5	·	0.5	8.0	0.0	2.7	6.3	6.4
CC(=O)c1nc(N2C(=O)CC(Cc3ccccc3)C2=O)sc1C (stereo not drawn)	3.9	17.0	2.4	-3.7	-0.4	·	-18.2	2.6
CC12CN3CCN(CC(C3)/C1=N\NC(=O)c1ccccc1N)C2	-7.7	6.2	-2.4	0.1	0.2	-1.3	4.7	-3.1
COc1ccc(CCN(C)Cc2c(O)ccc3ccccc23)cc1OC	-10.4	36.7	-2.5	2.2	0.0	-0.9	-34.7	-1.8
C[C@H](CO)N1C[C@H](C)[C@H](CN(C)C(=O)NC2CCCCC2)Oc2ccc(NC(=O)C3CC3)cc2C1=O	-0.3	·	-9.2	-4.6	-1.1	-0.9	1.9	-1.2
CN1C(=O)c2cc(NC(=O)C3CCCC3)ccc2OC[C@H]2O[C@@H](CC(=O)O)CC[C@H]21	-3.4	-3.8	·	·	0.2	-3.9	1.8	·
O=C1N[C@H](Cc2ccccc2)COC(=O)[C@H](Cc2ccc(F)cc2)C/C=C\C[C@H]1CC(=O)N(CCO)Cc1ccccc1	22.4	5.9	-3.6	?	-0.1	6.4	-4.5	2.8

(continued)
SMILES	EWS-Fli inh	PAX8 reporter	ARNT TACC3 PPI	DENV2 CPE	Xi reactivation	CFTR F508del cor	GSIS activator	ERp5 inh
O=C(Cn1c(-c2ccccc2)noc1=O)N1CCC(Cc2ccccc2)CC1	21.7	10.7	-0.1	0.8	0.0	-3.1	-16.7	5.8
CC(=O)Nc1ccc(O)cc1[N+](=O)[O-]	-2.0	17.6	5.5	0.0	0.1	1.6	20.2	-3.0
COc1ccc(NC(=O)CN(C)C(=O)c2cc(-c3ccc(C)o3)nc3ccccc23)cc1	-18.5	-25.8	1.9	-8.2	0.0	-3.8	-15.9	9.6
O=C(NC(c1ccccc1)c1ccccc1)C1CCCO1 (stereo not drawn)	5.8	-72.6	2.2	-4.6	0.3	-3.1	5.6	-9.4
Cc1ccc(CC(=O)Nc2ncc([N+](=O)[O-])s2)cc1	-76.5	-135.9	-3.9	8.6	0.1	-1.2	-2.8	-2.5
O=c1cc[nH]c2ccc(OC(F)(F)F)cc12	-1.0	3.0	2.2	-1.4	-0.2	0.2	5.6	1.6
COc1ccc(/C=C2/SC(=O)N(CCC(=O)Nc3ccccc3C(=O)O)C2=S)cc1	0.2	13.0	6.9	-9.2	0.3	-0.2	13.1	-3.5
Cc1cc(C)n(C/C=C/Cn2nc(C)cc2C)n1	-1.7	·	3.2	11.0	·	-1.6	·	-1.2
COc1ccc(S(=O)(=O)N(C)C[C@@H]2OCCCC[C@H](C)Oc3ccc(NC(=O)CCCN(C)C)cc3C(=O)N([C@@H](C)CO)C[C@H]2C)cc1	-11.6	-11.5	-0.2	3.8	0.2	0.3	-9.2	-1.6
Cc1ccc(S(=O)(=O)N(C)C)cc1NC(=O)COC(=O)C1(c2ccccc2)CC1	-0.6	1.5	-4.7	-1.9	0.3	-2.9	-8.7	27.8*
C[C@H](CO)N1C[C@H](C)[C@H](CN(C)C(=O)Nc2ccc(F)cc2)OCCCC[C@H](C)Oc2ccc(NC(=O)Nc3ccccc3)cc2C1=O	-7.9	-14.5	-3.7	-3.4	0.3	1.4	-3.5	0.2
CCOC1=C2[C@@H](CN(S(=O)(=O)c3ccc(C)cc3)[C@H]2c2cccc3ccccc23)[C@H]2C(=O)N(C3CCCCC3)C(=O)[C@H]2C1	2.5	9.4	·	-4.8	0.1	2.0	-2.6	-3.0
C[C@H](CO)N1C[C@H](C)[C@@H](CN(C)S(=O)(=O)c2ccc(F)cc2)Oc2ccc(NC(=O)Cc3ccccc3)cc2CC1=O	3.8	-1.8	2.0	9.5	-0.1	0.6	-7.8	2.0
CC(C(=O)NCc1ccccc1)n1c(CSCCOc2ccccc2)nc2ccccc21 (stereo not drawn)	8.6	22.4	·	40.3*	0.1	-1.0	-31.8	-5.5
O=C(c1cnn2c(C(F)F)cc(-c3ccccc3)nc12)N1CCCCC1c1cccnc1 (stereo not drawn)	12.1	8.6	-31.1	3.6	2.9	3.9	·	8.4
C[C@@H]1CN([C@@H](C)CO)C(=O)c2cc(NC(=O)c3ccncc3)ccc2O[C@@H](C)CCCCO[C@@H]1CN(C)S(C)(=O)=O	-8.1	-4.6	-0.3	3.8	0.5	0.0	23.2	·
C[C@H](CO)N1C[C@H](C)[C@H](CN(C)Cc2ccc(Cl)c(Cl)c2)Oc2ccc(NC(=O)Nc3ccc4c(c3)OCO4)cc2C1=O	0.9	·	14.4	-2.5	0.5	-5.4	-25.6	-2.7
COc1ccc(-c2ccc(C#N)c(SCC(=O)NCc3ccco3)n2)cc1OC	8.2	5.4	-9.2	-3.0	?	0.8	50.6*	1.2
O=C(C[C@@H]1C=C[C@H](NC(=O)Nc2ccc(F)cc2)[C@@H](CO)O1)NCc1ccccn1	-2.2	-13.0	0.7	-3.6	-0.6	0.6	1.3	-2.2
O=C(Nc1cc(F)ccc1F)N1CCCCN2[C@H](CO)[C@H](c3ccc(-c4cncnc4)cc3)[C@@H]2C1	·	5.6	-14.7	3.7	0.2	-1.4	1.7	2.0
O=C(Nc1ccc(Cl)c(Cl)c1)Nc1cc(S(=O)(=O)N2CCOCC2)ccc1N1CCCC1	·	8.2	-1.2	·	0.3	·	-38.5	·
CSc1ccc(/C=N/Nc2ccc(Cl)c(C(=O)O)c2)cc1	-10.3	-100.3	-2.2	0.7	0.1	-2.3	4.4	-4.2

Assay outcomes: PubChem BioAssay, Broad Institute
